MEKK2wt PB1 HTS = modulators of MEK5 binding to wildtype MEKK2, primary screen, biochemical, multiplex bead flow cytometry, Alexa488-MEK5 | Alexa488-MEK5 binding to MEKK2 WT; actives lie on both sides | actives 1.1% (n = 290,000) | binding response (% of control), % at 10 µM | AID 1531, 2009; in the data active means binding response below about 67% or above about 130%
NALP1 yeast inh = NALP1 inflammasome inhibitors in reconstituted yeast, colorimetric, S. cerevisiae, triplicate retest; actives 0.61% (n = 280,000); inhibition, % at 10 µM; S. cerevisiae NALP1/ASC/caspase-1 growth, X-gal OD620, 72 h; in the data active means inhibition mostly above about 24%, no sharp cut-off; inactive means mostly below about 32%; further: some compounds called inactive have numbers as strong as hits
IMP-1 inh = IMP-1 metallo-beta-lactamase inhibitors, primary screen, biochemical, epi-absorbance readout, Pseudomonas aeruginosa enzyme; metallo-beta-lactamase IMP-1 (Pseudomonas aeruginosa); purified IMP-1, nitrocefin hydrolysis, epi-absorbance fluorescence; inhibition, % at 5.6 µM; actives 0.45% (n = 290,000); AID 1556, 2009;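 active means inhibition above the mean plus 3 SD of all compounds in the same screening run, cut at about 4.5% in these data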;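 further: 0% = IMP-1 with DMSO and 100% = DMSO wells lacking enzyme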
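System: purified IMP-1 / Input: IMP-1 dispensed at 0.2 nM / Medium: 50 mM HEPES pH 7.1, 50 µM ZnSO4, 0.05% Brij 35 / Timing: 15 min enzyme–compound preincubation, then 25 min nitrocefin reaction, 25 °C / Technique: plate fluorescence quenching by hydrolysis product, ex 480/em 530 nm / Repeats: singlicate testing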
SUMO HTRF inh = inhibitors of in vitro SUMOylation cascade, primary screen, biochemical, HTRF, uHTS. AID 2006, 2009. HTRF SUMOylation assay, SAE1/SAE2 + UBC9. actives 0.36% (n = 290,000). inhibition, % at 35 µM; in the data active means inhibition above about 50%, passing the limit was not always enough; further: strong numbers were not always called active
Target sequence (P63279 whole entry, looked up): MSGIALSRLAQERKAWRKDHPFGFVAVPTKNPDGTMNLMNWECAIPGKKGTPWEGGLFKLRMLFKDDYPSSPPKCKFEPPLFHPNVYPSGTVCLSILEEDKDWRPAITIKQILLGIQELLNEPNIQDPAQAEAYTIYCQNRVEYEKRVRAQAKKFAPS
FID counter = compounds displacing fluorescent DNA intercalator, primary screen, artefact control for HCV NS3 helicase inhibitor project, biochemical, FID fluorescence; DNA fluorescent intercalator displacement; inhibition, % at 7.9 µM; actives 0.17% (n = 290,000); AID 1845, 2009; in the data active means inhibition above about 37%;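 further: 0% = vehicle and 100% = reference compound; higher means more ethidium bromide displaced from hairpin DNA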
M18AAP inhibitor = PfM18AAP inhibitors, malaria aminopeptidase, primary screen, biochemical, QFRET, recombinant enzyme; M18 aspartyl aminopeptidase (Plasmodium falciparum 3D7); inhibition, % at 7.35 µM; H-Glu-NHMec fluorogenic cleavage; AID 1822, 2009; actives 1.2% (n = 290,000);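 active means inhibition above the campaign mean inhibition over all tested compounds plus 3 SD, cut at about 28% in these data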;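 further: 0% = plate median of test compound wells and 100% = 2 mM ZnCl2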
MEKK2mut PB1 HTS = MEK5 binding signal on mutant MEKK2 PB1, primary screen, biochemical, multiplex bead flow cytometry, Alexa488-MEK5; Alexa488-MEK5 binding to MEKK2 mutant; actives 0.35% (n = 290,000); AID 1530, 2009; percent response, % at 10 µM; in the data active means percent response above about 24%, passing the limit was not always enough; further: inactives centre near 1; some results filed as inactive read as strong as hits
VIM-2 inh = VIM-2 metallo-beta-lactamase inhibitors, primary screen, biochemical, epi-absorbance readout, Pseudomonas aeruginosa enzyme; AID 1527, 2009; purified VIM-2, nitrocefin hydrolysis, epi-absorbance fluorescence; actives 0.89% (n = 290,000); inhibition, % at 5.6 µM;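 active means inhibition above the mean of all tested compounds plus 3 SD, cutoff set per screening run, cut at about 7.5% in these data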;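 further: red hydrolysis product quenches plate fluorescence so inhibitors raise well fluorescence; 0% = enzyme with DMSO and 100% = DMSO without enzyme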
HCV NS3 hel inh = inhibitors of HCV NS3 helicase, primary screen, biochemical, Cy5 molecular beacon fluorescence; inhibition, % at 10.9 µM; actives 0.56% (n = 290,000); NS3 helicase DNA unwinding; Hepatitis C virus NS3 helicase;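 active means inhibition above the mean of all tested compounds plus 3 SD, set per campaign, cut at about 35% in these data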;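 further: 0% = DMSO wells and 100% = thioflavine S control wells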
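test system = hepatitis C virus NS3 helicase domain fragment enzyme | reagent = annealed dual-labelled DNA beacon duplex, ATP-started | times = 1 h at 25 °C | detection = Cy5 fluorescence, 0 and 60 min reads | read-out basis = percent inhibition from t60/t0 fluorescence ratio | control set = DMSO and thioflavine S | replication = one well per compound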
An asterisk follows results filed as active; / = not tested or not shown; & = joins results of further samples; ! = repeats disagree.

SMILES	MEKK2wt PB1 HTS	NALP1 yeast inh	IMP-1 inh	SUMO HTRF inh	FID counter	M18AAP inhibitor	MEKK2mut PB1 HTS	VIM-2 inh	HCV NS3 hel inh
COc1ccc(Cl)cc1N(CC(=O)N1CCN(Cc2ccccc2)CC1)S(C)(=O)=O	112	-15	0.2	0	-19	1	5	-1.0	8
Cn1ccc(C(=O)Nc2ccc(Br)cc2Br)n1	95	31	-0.6	-16	3	-4	-3	-0.8	-5
Cc1onc(-c2ccccc2)c1C(=O)N1CCN(C(=O)c2ccco2)CC1	97	-4	-3.6	1	-2	-3	3	-1.8	3
Cc1ccc(CN2CCC(CNS(=O)(=O)c3ccc(-c4ccc(=O)[nH]n4)s3)CC2)cc1	111	16	0.8	1	28	8	-2	1.6	-7
COCc1nnc(NC(=O)c2ccc(S(=O)(=O)N(CC(C)C)CC(C)C)cc2)o1	97	-1	-3.2	0	-44	2	6	-5.0	-4
CCOC(=O)c1c(NC(=O)C2=C(C)NC(=S)NC2c2ccccc2C(F)(F)F)sc(C)c1C (centres undefined)	95	/	-3.3	4	-9	5	0	-4.1	14
CC(C)(C)NC(=O)/C(=C\C=C\c1ccccc1)NC(=O)c1ccc([N+](=O)[O-])cc1	95	11	-0.4	-11	-2	-4	-2	-1.3	8
CCOn1c(=O)c(-c2ccc(Cl)cc2)[n+]([O-])c2ccccc21	93	29	-0.8	12	-9	-1	-2	-3.1	9
COc1ccc(S(=O)(=O)N2CCC(C(=O)NCc3cccc(OC)c3)CC2)cc1	101	6	-0.8	10	-17	-3	0	-2.2	4
CCOc1ccccc1OCCCNCc1ccccc1	112	27	0.6	17	8	-11	1	-0.6	-11
C=CCSc1ccccc1C(=O)Nc1ncn[nH]1	104	-4	-1.6	2	2	16	3	-2.4	-1
COc1ccc(Br)c(/C=N/NC(=O)COc2ccc(-c3ccccc3)cc2)c1	99	10	-1.5	10	0	-10	4	-2.8	-16
CCCCc1ccc(N=N/C(C(=O)Nc2ccccc2OC)=C(/C)O)cc1	102	13	-2.7	11	-4	3	0	-1.4	0
COCCn1c(N)c(NCc2ccccc2)c(=O)[nH]c1=O	103	1	-3.4	8	-7	3	6	-3.4	10
O=C(NC1CCCc2ccccc21)C1CCN(S(=O)(=O)c2ccccc2F)CC1 (centres undefined)	95	26	-1.6	-12	-14	-1	-1	-0.2	18
CCCc1ccc2oc(C(=O)N3CCNC(=O)C3CC(=O)OC)c(C)c2c1 (centres undefined)	108	17	-1.6	7	-36	-5	6	-0.1	-3
CC(OC(=O)C1CCCO1)C(=O)NC1CCCC1 (centres undefined)	108	4	-3.5	-9	-2	-6	5	-0.7	-2
CCCc1cc(-c2[nH]ncc2-c2ccc3c(c2)OCCCO3)c(O)cc1OC	103	28	-2.0	-1	-10	10	1	-1.7	-10
CNCCCC12CCC(c3ccccc31)c1ccccc12	137*!	29*!	-0.9&-1.5&-2.0&-3.1	13&-10&13&-1	15&24&15&17	-13&2&3&-5	7&4&15&10	-2.8&-1.5&-3.3&-2.4	-26&-19&-23&-40
O=C(O)c1ccccc1Sc1c([N+](=O)[O-])cc(C(F)(F)F)cc1[N+](=O)[O-]	97	-6	-3.9	2	-4	2	-3	-3.2	-2
FC(c1nc2ccccc2[nH]1)C(F)(F)F (centres undefined)	100	19	-2.2	11	4	-13	5	-1.2	3
CN(C)c1ccc(C2N(C(=O)N3CCOCC3)CCN2S(=O)(=O)c2ccccc2)cc1 (centres undefined)	96	5	-2.6	-6	-3	5	-3	-2.3	-3
O=S(=O)(c1ccc(Br)cc1)N1CCN(Cc2ccco2)CC1	104	25	0.0	3	-11	-3	3	-2.9	-1
Cc1cccc(CN2CCN(Cc3nc4c(s3)CCCC4)CC2CCO)n1 (centres undefined)	101	6	-2.2	14	-8	-9	4	-1.2	14
CCO/N=C/C1=C(O)C(C(=O)OC)C(C)(C)CC1=O (centres undefined)	86	12	0.7	6	-2	-10	-13	1.4	5
COc1ccc(CCNC(=O)C(=O)NCC2CCNCC2)cc1OC	110	11	-2.2	19	-3	-10	4	-0.6	-5
Cc1ccc(CN2CCS(=O)(=O)CC2)o1	91	1	-1.4	13	6	0	-5	-0.5	8
Cc1ccc2c(C)c(C(=O)Nc3c(C)n(C)n(-c4ccccc4)c3=O)oc2c1	103	9	-1.3	22	-12	-5	6	-1.2	6
NN1C(=O)c2cccc3c(C(=O)O)ccc(c23)C1=O	110	23	-3.2	4	3	-4	10	-2.6	-1
CC(=O)N1CCc2cc(S(=O)(=O)NC(Cc3ccccc3)C(=O)Nc3cc(C)ccn3)ccc21 (centres undefined)	83	38*	-3.8	6	-18	-3	-11	-4.6	-1

In a second layout: entries from further up.
SMILES | MEKK2wt PB1 HTS | NALP1 yeast inh | IMP-1 inh | SUMO HTRF inh | FID counter | M18AAP inhibitor | MEKK2mut PB1 HTS | VIM-2 inh | HCV NS3 hel inh
CC(OC(=O)C1CCCO1)C(=O)NC1CCCC1 (centres undefined) | 108 | 4 | -3.5 | -9 | -2 | -6 | 5 | -0.7 | -2
CCCc1cc(-c2[nH]ncc2-c2ccc3c(c2)OCCCO3)c(O)cc1OC | 103 | 28 | -2.0 | -1 | -10 | 10 | 1 | -1.7 | -10
CNCCCC12CCC(c3ccccc31)c1ccccc12 | 137*! | 29*! | -0.9&-1.5&-2.0&-3.1 | 13&-10&13&-1 | 15&24&15&17 | -13&2&3&-5 | 7&4&15&10 | -2.8&-1.5&-3.3&-2.4 | -26&-19&-23&-40
O=C(O)c1ccccc1Sc1c([N+](=O)[O-])cc(C(F)(F)F)cc1[N+](=O)[O-] | 97 | -6 | -3.9 | 2 | -4 | 2 | -3 | -3.2 | -2
FC(c1nc2ccccc2[nH]1)C(F)(F)F (centres undefined) | 100 | 19 | -2.2 | 11 | 4 | -13 | 5 | -1.2 | 3

(more compounds)
SMILES	MEKK2wt PB1 HTS	NALP1 yeast inh	IMP-1 inh	SUMO HTRF inh	FID counter	M18AAP inhibitor	MEKK2mut PB1 HTS	VIM-2 inh	HCV NS3 hel inh
CCn1cc(C(=O)O)c(=O)c2cc(F)c(N3CCN(C(=S)NC(=O)c4ccc(Br)cc4)CC3)cc21	85	7	-1.5	18	-4	-3	54*	-4.5	0
COc1cccc(CNC(=O)COc2ccc(C(=O)c3ccccc3)cc2)c1	98	11	-2.4	6	-35	0	-1	-3.7	-3
NC(=O)CC(NC(=O)c1ccc(Br)cc1)c1ccc(N2CCC(Cc3ccccc3)CC2)c([N+](=O)[O-])c1 (centres undefined)	100	14	-2.2	2	-18	2	-6	-1.2	-10
COc1ccc(CCC(C)NC(=O)Cc2ccc(OC)c(OC)c2)c(OC)c1 (centres undefined)	102	16	-1.0	-1	-26	-4	-4	-0.6	8
O=C(O)C1CCN(c2ccccc2[N+](=O)[O-])CC1	102	6	-4.0	0	-4	3	2	-2.6	0
COC(=O)c1c(NC(=O)c2ccc(C)cc2)sc(Cc2ccccc2)c1C	107	6	-4.0	29	-2	-4	4	-1.6	1
Cc1cccc2cc(COC(=O)C3CCCO3)c(=O)[nH]c12 (centres undefined)	105	-5	-2.0	16	-6	5	13	-0.2	3
COc1ccc(C(=O)N/C(=C\c2ccccc2)C(=O)Nc2cccc(C(=O)O)c2)cc1	102	13	0.8	1	-21	-8	0	-1.4	3
CCCCOc1ccc(C2C(C(=O)c3cccs3)=C(O)C(=O)N2CCN2CCOCC2)cc1 (centres undefined)	104	-8	-0.8	-1	-44	2	0	-0.7	1
CCOc1ccccc1/C=N/Nc1nc(C)cc(=O)[nH]1	103	2	-3.1	9	-12	11	5	-3.8	1
COCCCn1c(=S)[nH]c2ncccc2c1=O	108	4	-4.7	2	-3	1	-2	-2.9	1
O=C(C1CCC(N2C(=O)C3CC=CCC3C2=O)CC1)N1CCCCC1 (centres undefined)	102	/	-2.6	7	-15	-5	4	0.2	-1
CCOC(=O)C1=C(C)NC(=O)NC1c1ccc(OCC(=O)N2CCCCC2)cc1 (centres undefined)	104	5	-4.5	3	-16	6	0	-5.0	4
CC(C)[C@H]1COCCS(=O)(=O)N1Cc1ccc(Cl)cc1	104	24	0.3	4	-31	3	-4	1.4	23
O=C(CSc1nnnn1-c1ccccc1)NCc1cccs1	102	4	-1.1	12	-1	3	11	-3.1	5
COC(=O)c1cc2c(ccn2-c2ccc(F)cc2)n1CC(=O)N1CCN(C(=O)c2ccco2)CC1	107	12	-5.9	12	0	3	10	-6.3	-6
O=C(Cc1csc(NC(=O)c2ccc(F)cc2)n1)NO	96	-17	-3.9	-5	-2	9	-6	-4.2	-23
CC(=O)N1CCN(c2ccc(NC(=O)/C=C/c3ccccc3)cc2)CC1	101	20	-0.4	-2	-25	1	12	-2.7	6
O=C(CC(c1ccccc1)c1ccco1)Nc1nccs1 (centres undefined)	102	9	-0.4	8	-1	3	2	-0.7	7
COC(=O)CNC(=O)C(C)(C)Oc1ccc(Cl)cc1	110	2	0.7	9	1	4	1	-2.5	-1
COc1ccc(C2N(C(=O)N3CCOCC3)CCN2S(=O)(=O)c2ccc(C)cc2)cc1 (centres undefined)	101	-2	-3.9	6	-23	-5	8	-4.0	19
O=C(NCc1ccc2c(c1)OCO2)C1CC(=O)N(CCc2ccc(Cl)cc2)C1 (centres undefined)	115	9	-2.7	-2	-28	-2	8	0.4	-11
OC(CNCCc1ccc(Cl)cc1)COc1ccc2ccccc2c1 (centres undefined)	/	12	-1.9	-18	30	-1	/	-1.8	-26
CCC1(C)Cc2c(sc3nnn(Cc4ccccc4Cl)c(=O)c23)CO1 (centres undefined)	106	-2	-2.2	-45	-16	5	7	-1.1	3
COc1ccc(CC(=O)N/N=C/C=C/c2ccc3c(c2)OCO3)cc1OC	96	11	-1.3	13	-29	-2	-2	-1.6	-4
CC(C)C(=O)Nc1cccc(NC(=S)NC(=O)c2ccc(Cl)cc2)c1	94	0	-1.2	-5	-10	14	-1	-2.6	13
O=c1[nH]nc(Cc2ccc3ccccc3n2)c2ccccc12	108	1	0.1	7	-8	-1	8	-3.3	-1
CCN(CC)CCn1c(N)c(S(=O)(=O)c2ccccc2)c2nc3ccccc3nc21	99	-1	-4.0	12	7	10	-1	-1.1	19
Cc1ccc2nc(CCl)[n+]([O-])c(-c3ccccc3)c2c1	100	-17	-1.4	8	-2	2	0	0.3	1
CC1Cc2ccccc2N1C(=O)CCn1c(=O)sc2ccccc21 (centres undefined)	103	-26	/	1	/	/	8	/	/
CC1CCCN(C(=O)CCNS(=O)(=O)c2ccc3c(c2)oc(=O)n3C)C1 (centres undefined)	103	8	-4.7	-12	-11	1	2	-2.8	-1
O=C(NCCCN1CCN(c2ccccc2F)CC1)C1CCCN(S(=O)(=O)c2cnc[nH]2)C1 (centres undefined)	/	-23	-1.2	-15	4	-3	/	0.2	-2
Cc1coc2cc3oc(=O)c4c(c3cc12)CCC4	/	14	-1.3	8	2	-10	/	0.7	4
